Growth percent in the NCI-60 one-dose screen (48 h, 10 µM unless noted): 100 = growth as untreated, 0 = no growth, -100 = all killed.
HL-60(TB): HL-60(TB) leukemia cells | hit rate 9% among 78,000; active means growth percent below 10
The depositor's hits bear a star; & = joins results of further samples; [ ] = dose if it differs, or a comment. Not all compounds are listed. The share of hits here may be higher or lower than overall.

Structure	HL-60(TB)
O=c1c2ccccc2n(CC(O)CN2CCCC2)c2ccccc12 (stereo not drawn)	112.1
O=C(Nc1ccc(F)cc1F)c1cc(Br)ccc1O	-36.2*
CCCCc1ccc(N2CCC(=S)NC2=S)cc1	98.8
CCOC(=O)C12C(=O)OC3(C)Oc4ccc([N+](=O)[O-])cc4C1C32 (stereo not drawn)	100.6
Fc1ccc(/C=N/NC(=S)Nc2ccc(C(F)(F)F)cc2)cc1	78.1
C=C(CBr)[C@@H]1CC[C@]2(COC(C)=O)CC[C@]3(C)[C@H](CC[C@@H]4[C@@]5(C)CCCNC(C)(C)[C@@H]5CC[C@]43C)[C@@H]12	-8.1*
CC(=O)OCCCCCNc1ccccc1	76.3
NC/C(=C/F)COc1ccc2nc(NCc3cccnc3)oc2c1	124.6
COC(=O)[C@H](Cc1ccccc1)NC(=O)COc1c(OC)c(OC)cc2oc(-c3cccc(C(=O)Nc4ccc(Cl)cc4)c3)cc(=O)c12	119.9
COc1cc(CNC(=O)/C=C/C=C/c2ccc3c(c2)OCO3)ccc1OCc1cn(-c2ccc(Cl)c(Cl)c2)nn1	85.4
Nc1nonc1-n1nncc1-c1ccc2c(c1)OCO2	97.3
O=C(Nc1cccc(Cl)c1)Oc1c(Cl)c(Cl)c(OC(=O)Nc2cccc(Cl)c2)c(Cl)c1Cl	89.1
C#C[C@]1(O)CC[C@H]2[C@@H]3CC=C4c5sc(N6CCCCC6)nc5CC[C@]4(C)[C@H]3CC[C@@]21C	110.0
Clc1ccc(-c2cn3ccsc3n2)c(Cl)c1Cl	85.7
Cc1cc(=O)n2nc(-c3cn(C)c4ccc(Cl)cc34)sc2n1	92.5
N#Cc1c(-c2ccccc2)nc(SCC(=O)Nc2nc(-c3ccc(Cl)cc3)cs2)[nH]c1=O	96.1
O=NOCc1ccccc1	84.9
Fc1ccc(Oc2ccc(F)cc2)cc1	107.5
Cc1ccc(S(=O)(=O)Nc2nnc(C(C)C)s2)cc1	94.3
COc1ccccc1/C=C/C(=O)CCC(=O)O	88.3
Nc1nnc(Sc2nc3ccc(Cl)cc3c(=O)n2-c2ccc(Oc3ccccc3)cc2)s1	88.0
O=NC1C(Cl)C2CC1C1COCC21 (stereo not drawn)	98.1
O=[N+]([O-])c1ccc(C2N(Cc3ccc(Cl)cc3)CCN2Cc2ccc(Cl)cc2)cc1	86.9
O=C(COc1cccc2cccnc12)Nc1ccc(C(=O)/C=C/c2ccc(Br)cc2)cc1	106.0
C=C1CC[C@H](O)C/C1=C/C=C1\CCCC2(C)C1CCC2C(C)CCCC(C)C (stereo partly drawn)	111.1

Quoted from the listing:
Reading for O=NOCc1ccccc1 under HL-60(TB): 84.9
Reading for Clc1ccc(-c2cn3ccsc3n2)c(Cl)c1Cl under HL-60(TB): 85.7
Reading for COC(=O)[C@H](Cc1ccccc1)NC(=O)COc1c(OC)c(OC)cc2oc(-c3cccc(C(=O)Nc4ccc(Cl)cc4)c3)cc(=O)c12 under HL-60(TB): 119.9

The list goes on.
Structure	HL-60(TB)
COc1cc2oc(-c3ccc(NC(=O)c4ccc(C#N)cc4)cc3)cc(=O)c2c(OC)c1OC	93.0
Oc1ccc(Cc2ccccc2)cc1	89.1
COc1cc(/C=C/C(=O)c2ccc(NC(=O)CSc3nnc(-c4cc(-c5ccc(Cl)cc5)nc5ccccc45)n3-c3ccccc3)cc2)cc(OC)c1OC	99.8
C#C[C@]1(O)CC[C@H]2[C@@H]3CC=C4c5sc(-c6ccc7c(c6)OCO7)nc5CC[C@]4(C)[C@H]3CC[C@@]21C	46.8
N#Cc1ccc(-c2cc3cc(Br)ccc3oc2=O)n(N)c1=O	93.0
C=C(C)[C@@H]1CC[C@]2(C)[C@H](C(=O)C=C3[C@@H]4C[C@](C)(C(=O)N5CCN(C)CC5)CC[C@]4(C)CC[C@]32C)[C@@]1(C)CCC#N	-22.0*[100 µM]
N#Cc1nc(-c2ccccc2)oc1S(=O)(=O)N1CCN(CCc2ccccn2)CC1	5.7*
CC1=CC(=O)C=CC1=Nc1ccc(N(C)C)cc1	-1.8*
O=C(Cn1nc(-c2ccccc2)ccc1=O)N/N=C1\SCC(=O)N1C1CCCCC1	92.3
CN1CCN(CC#CCn2c3c(c4ccccc42)C[C@]2(C)[C@H]4CC[C@@H]5[C@H]6[C@H]7OC(=O)[C@@]6(CCC7(C)C)CC[C@@]5(C)[C@]4(C)CC[C@H]2C3(C)C)CC1	66.3
CN(C)C(=O)SC1=C(c2c(Cl)cccc2Cl)C(=O)c2ccccc21	-35.7*
COc1ccc(-n2nc(C(=O)NCC(=O)Nc3nc4cc(OC)ccc4s3)c3ccccc3c2=O)cc1	61.7
Cc1cccc(NC(=O)CN2CCN(c3cc(=O)n(-c4ccccc4)c4ccccc34)CC2)c1	66.7
Cc1cc(N=Nc2ccccc2)ccc1O	50.8
Cc1cnc2nc(NN)[nH]n12	100.1
CCOC(=O)[C@@H](C)C[C@H](Cc1ccccc1)NC(=O)c1csc([C@@H](C[C@H](C(C)C)N(C)C(=O)[C@@H](NC(=O)[C@H]2C[C@H](O)CCN2C)C(C)C)OC(C)=O)n1	-27.1*
O=C(N/N=C/c1c(Cl)cccc1Cl)c1cccc(Nc2ccnc(C(F)(F)F)c2)c1	98.3
O=C(/C=C/c1ccco1)c1ccc(F)cc1	129.9
c1ccc2nc(N3CCNCC3)ccc2c1	89.2
CCCc1c(CC)cc(CC)c[n+]1-c1ccccc1	81.1
CCNc1nnc2n(Cc3ccccc3)c(=O)c3c4c(sc3n12)CCCC4	77.4
CN1CCN(CCOc2ccc(-c3cnc4c(-c5cccc(F)c5)cnn4c3)cc2)CC1	10.7
COc1cccc(/C=N/NC(=O)C[N+](C)(C)C)c1O	105.9
CCCCC(Cc1ccccc1)(C(=O)OCC)c1ccc(Cl)cc1 (stereo not drawn)	89.5
CCCCN(CCCC)S(=O)(=O)c1ccc(NC(=O)c2ccco2)cc1	48.0
COC1=C[C@]23CCC(=O)N2CCc2cc4c(cc2[C@@H]3[C@@H]1OC(=O)[C@H](C)O)OCO4	-28.6*
CC(C)(C)NC[C@@H](O)COc1nsnc1N1CCOCC1	110.3
O=[N+]([O-])c1ccc(-c2ccccc2-c2ccccc2)cc1	91.3
CC(=O)NCCNS(=O)(=O)c1ccccc1	108.4
CC1COCC(C)N1C1=C(Cl)C(=O)c2ccccc2C1=O (stereo not drawn)	-19.5*
CCOC(=O)c1c(Nc2ccccc2)nn2c(N)c(C#N)c(-c3ccc(Cl)cc3)nc12	102.2
O=C(CCc1ccccc1)c1ccccc1OCC(O)CN1CCCCC1 (stereo not drawn)	82.3
CC(CC(C)(C)C)C(=O)O (stereo not drawn)	85.2
COC(=O)[C@]12CCC(C)(C)C[C@H]1[C@H]1C(=O)C[C@@H]3[C@@]4(C)CCC(=O)C(C)(C)[C@@H]4CC[C@@]3(C)[C@]1(C)CC2	46.3
O=C(O)CC(Br)c1cccc([N+](=O)[O-])c1 (stereo not drawn)	83.5
COc1ccc(NC(=O)/N=c2\oc3c(OC)cccc3cc2-c2cc3ccccc3[nH]2)cc1	142.4
CSc1nc(N)nn1S(=O)(=O)c1ccccc1	95.9
CC1(C)[C@@H]2CC[C@@]1(C)C(=O)C2	97.2
CCC(=CCC1=C(O)c2ccccc2C(=O)C1=O)CC	59.3
CCCCC/C=C\C/C=C\CCCCCCCCOc1ccc(CCOP(=O)(O)OCC[N+](C)(C)C)cc1	102.0
CCOC(=O)c1ccc(/C=C/c2ccc(S(=O)(=O)O)cc2)cc1	98.4
Cc1[nH]c2ncnc(Nc3ccc(NC(=O)Nc4ccc(Cl)cc4)cc3)c2c1C	103.7
COc1ccc(-n2c(SC)nc3cc(OC)c(OC)cc3c2=O)cc1	92.5
O=C1Nc2nc3ccccn3c2C(=O)[C@H](Cc2ccccc2)N1	115.8
Cc1cc2c(cc1C)N(C(=O)CCl)CC(=O)N2	8.2*
O=C(N[C@@H](C1CC1)C(F)(F)F)c1cc(-c2cnn3cc(-c4ccc(F)cc4)cnc23)cs1	97.9
O=C(CSc1ncccc1C(=O)O)Nc1ccc(Oc2ccccc2)cc1	87.5
CCCC(N)(C(=O)O)C1CCCC1 (stereo not drawn)	112.2
COc1cc(C(=O)/C=C/c2c(Cl)nc3sc(C)nn23)cc(OC)c1OC	98.1
CC[C@@H]1NC(=O)[C@H]([C@H](O)[C@H](C)C/C=C/c2ccc(CN3C(=O)C(C)=C(C)C3=O)cc2)N(C)C(=O)[C@H](C(C)C)N(C)C(=O)[C@H](CC(C)C)N(C)C(=O)[C@H](CC(C)C)N(C)C(=O)[C@@H](C)NC(=O)[C@H](C)NC(=O)[C@H](CC(C)C)N(C)C(=O)[C@H](C(C)C)NC(=O)[C@H](CC(C)C)N(C)C(=O)CN(C)C1=O	81.2

(further entries)
Structure	HL-60(TB)
CCOC(=O)C1=C(c2ccccc2)N=C2Sc3c(-c4ccc(Br)cc4)nc(N)nc3N2C1c1ccc(O)c(OC)c1 (stereo not drawn)	104.0
CCCCCCCCc1ccc(C(=O)Nc2ccc(C)cc2C(=O)O)cc1	92.2
O=S(=O)(c1ncsc1-c1ccccc1)N1CCN(c2ccc(F)cc2)CC1	94.7
O=[N+]([O-])c1ccc(-c2ccc(Br)cc2)cc1	88.9
CCN(Cc1ccc(CN(CC)C(=O)c2sc3ccccc3c2Cl)cc1)C(=O)c1sc2ccccc2c1Cl	89.8
C[C@@H](O)[C@H]1C(=O)N2C(C(=O)O)=C(SCCN=CN)C[C@H]12	19.1
Cc1ccc(/C=N/Nc2nc(Nc3ccccc3)nc(Nc3ccc(S(N)(=O)=O)cc3)n2)cc1	75.2
C#CCOc1ccccc1C(OC(=O)c1ccc(OC)c(OC)c1)C(=O)NC(C)(C)C(C)(C)C (stereo not drawn)	103.4
Nc1c(C(=O)Nc2cccc(Cl)c2)sc2ncc(Br)cc12	108.0
O=C1N(CCO)C=C(S(=O)(=O)c2ccccc2)C2=NCCCN12	118.7
O=c1[nH]c2cc(Cl)c(Cl)cc2o1	119.6
CCOc1ccc2nc3cc(N)ccc3c(N)c2c1	86.7&116.6
O=C1CCc2c(sc3[nH]c(=S)n(Cc4ccccc4)c(=O)c23)C1	10.9
CNC(=O)Nc1ccncc1	175.4
Nc1ncnc2c1ncn2C1OC(COC(c2ccccc2)(c2ccccc2)c2ccccc2)C(O)C1O (stereo not drawn)	8.8*
O=C(O)CCNC(=O)c1ccc(N=Nc2ccc(O)c(C(=O)O)c2)cc1	92.5
O=C1c2cccnc2C(=O)c2c1c(C(=O)NCCCc1ccccc1)c1ccccn21	87.4
O=C(CCc1nnc2sc(CS)nn12)c1nc2ccccc2[nH]1	111.6
O=C1O[C@H]([C@H](O)CO)C(O)=C1O	99.5
O=S(=O)(Nc1ccccc1Nc1ccccc1)c1ccccc1Cl	100.5
CCCCNc1nc(NN2C(=O)c3cccc4cccc(c34)C2=O)nc(-n2cnc3ccccc32)n1	94.2
NC(N)=Nc1ccc(Oc2cccc(NC(N)=Nc3ccc(Cl)c(C(F)(F)F)c3)c2)cn1	0.4*
COC(=O)[C@@H]1CC[C@@H](C)c2ccc(C)nc2C1	111.0
O=C1CSc2ccc3nsnc3c2N1	93.5
C/C(=N\NC(=O)c1ccncc1)c1ccc(Cl)cc1Cl	96.4

A draw from above in order of molar mass, lowest first:
Structure	HL-60(TB)
O=C(CCc1nnc2sc(CS)nn12)c1nc2ccccc2[nH]1	111.6
CCN(Cc1ccc(CN(CC)C(=O)c2sc3ccccc3c2Cl)cc1)C(=O)c1sc2ccccc2c1Cl	89.8
CCOC(=O)C1=C(c2ccccc2)N=C2Sc3c(-c4ccc(Br)cc4)nc(N)nc3N2C1c1ccc(O)c(OC)c1 (stereo not drawn)	104.0

(cont.)
Structure	HL-60(TB)
C(#Cc1ccccc1)c1ccccc1	96.0
CC(=O)CC(c1ccc2c(c1)OCO2)c1c(O)c2ccccc2oc1=O (stereo not drawn)	115.6&91.5
CN1CCCC1=Nc1ccccc1	93.3
Fc1ccc2nncc(SCc3ccccc3Cl)c2c1	112.7
COc1ccc(/C=C2\N=C3N(c4ccccc4)C(C(OC(C)=O)C(OC(C)=O)C(OC(C)=O)C(COC(C)=O)OC(C)=O)N(C(C)=O)N3C2=O)cc1 (stereo not drawn)	76.6
CCC(C(=O)O)N1C(=O)/C(=C/c2ccc(O)c(O)c2)SC1=S (stereo not drawn)	97.4
O=c1[nH]c2ccc(Br)cc2c(=O)o1	90.9
c1ccc(-c2n(Cc3ccc4ccccc4n3)cc[n+]2Cc2ccc3ccccc3c2)cc1	-54.3*
COc1ccc(-c2csc(NC(=O)CSc3nc(-c4ccccc4)cc(=O)[nH]3)n2)cc1	52.4
O=C(c1ccccc1)n1ccc(-c2cc3cc(Br)ccc3oc2=O)n1	-13.5*
CCC1CN(c2ccccc2)CCN1 (stereo not drawn)	99.9
COc1ccc(/C(C)=N/N=C2C(=O)Nc3c(F)cccc32)cc1S(N)(=O)=O	91.4
Cc1ccc2[nH]c(O)c(N=Nc3nc(Nc4ccccc4)nc(Nc4ccc(S(N)(=O)=O)cc4)n3)c2c1	64.2
NC(=S)N=Nc1ccc(O)c2c(O)ccc(O)c12	89.3
CC(O)C(F)(F)C(F)(F)C(F)(F)F (stereo not drawn)	101.2
CC(C)CC(CC(C)C)NCC(C)OC(=O)c1ccc(N)cc1 (stereo not drawn)	94.2
COc1cc(CNC(=O)C[C@H](C)CCC=C(C)C)ccc1OCc1cn(-c2ccc(Br)cc2)nn1	88.4
COc1ccc(-c2nn(-c3cccc(Cl)c3)cc2-c2cc(-c3ccc(Br)cc3)[nH]c(=O)c2C#N)cc1	100.7
NS(=O)(=O)Oc1ccc(NC(=O)C23CC4CC(CC(C4)C2)C3)cc1F	98.9
COc1ccc(-c2c(NC(=O)Nc3ccc(Cl)c(C(F)(F)F)c3)cnn2-c2ccc(S(N)(=O)=O)cc2)cc1	-15.0*
N#Cc1ccc(-c2nn(-c3ccc(C(=O)O)cc3)cc2CNc2cc(Cl)cc(C(F)(F)F)c2)cc1	7.7*
NC1=NC2(Cc3ccccc3C2=O)n2c(nc3ccccc32)N1 (stereo not drawn)	120.4
